# Screening data: PubChem BioAssay, Sanford-Burnham Center for Chemical Genomics
# SENP1 FRET inh: inhibitors of human SENP1 SUMO protease catalytic domain | recombinant SENP1 catalytic domain, CyPet-SUMO1-YPet FRET cleavage | inhibition, % at 10 µM | hit rate 0.21% among 360,000 | AID 624204;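 active means inhibition at least 30% at 10 µM, raw YFP signal under a set limit, fluorescence ratio 0.5 to 1.5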;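 further: 0% = enzyme with DMSO and 100% = no enzyme wells; some results filed as inactive read as strong as hits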
#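 Test system: recombinant human SENP1 catalytic domain, His6-tagged / Medium: pH 8 Tris buffer with EDTA, NaCl, BME, BSA, NP40, catalase / Also added: SUMO1 FRET substrate flanked by Cypet and Ypet, 25 nM / Times: 50 min reaction at room temperature / Signal: FRET, CFP and YFP emission / Control set: no-enzyme low control and enzyme-plus-DMSO high control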
# SENP6 inh: SENP6 protease inhibition. Q9GZR1. Recombinant SENP6 catalytic domain, aminoluciferin luminescence. inhibition, % at 10 µM. hit rate 1.8% among 330,000. AID 2599;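 active means inhibition above about 50% at the single tested dose, limit read from the data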;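 further: plate controls were DMSO wells with enzyme for no effect and DMSO wells lacking enzyme for full effect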
# SENP8 block-1: SENP8 (human) protease inhibition; inhibition, % at 20 µM; hit rate 0.64% among 360,000; AID 602440; recombinant SENP8, Nedd8 substrate fluorescence; Q96LD8; in the data active means inhibition mostly above about 40%, no sharp cut-off; inactive means mostly below about 27%
# SENP7 block: blocks the human protease SENP7; Q9BQF6; recombinant SENP7, Z-RLRGG-aminoluciferin luminescence, 40 min; inhibition, % at 5 µM; hit rate 1.5% among 330,000;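 active means inhibition above about 50% at the single test dose, limit read from the data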;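 further: plate controls were DMSO with enzyme for no effect and no enzyme buffer wells for full effect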
# SENP8 block-2: blocks the human protease SENP8. hit rate 1.2% among 330,000. AID 2540. inhibition, % at 10 µM. Q96LD8. purified SENP8, Z-RLRGG-aminoluciferin cleavage, luminescence; in the data active means inhibition above about 50%
# Apaf1 inhib: inhibitors of human Apaf-1 apoptosome. inhibition, % at 20 µM. hit rate 0.71% among 330,000. AID 489030. reconstituted apoptosome caspase-3 activity, DEVD-Rh110 fluorescence. O14727; active means inhibition of at least 40% at 20 µM;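 further: plate controls were DMSO wells for no effect and DEVD-CHO caspase inhibitor wells for full effect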
# Target sequence (O14727 whole entry, looked up): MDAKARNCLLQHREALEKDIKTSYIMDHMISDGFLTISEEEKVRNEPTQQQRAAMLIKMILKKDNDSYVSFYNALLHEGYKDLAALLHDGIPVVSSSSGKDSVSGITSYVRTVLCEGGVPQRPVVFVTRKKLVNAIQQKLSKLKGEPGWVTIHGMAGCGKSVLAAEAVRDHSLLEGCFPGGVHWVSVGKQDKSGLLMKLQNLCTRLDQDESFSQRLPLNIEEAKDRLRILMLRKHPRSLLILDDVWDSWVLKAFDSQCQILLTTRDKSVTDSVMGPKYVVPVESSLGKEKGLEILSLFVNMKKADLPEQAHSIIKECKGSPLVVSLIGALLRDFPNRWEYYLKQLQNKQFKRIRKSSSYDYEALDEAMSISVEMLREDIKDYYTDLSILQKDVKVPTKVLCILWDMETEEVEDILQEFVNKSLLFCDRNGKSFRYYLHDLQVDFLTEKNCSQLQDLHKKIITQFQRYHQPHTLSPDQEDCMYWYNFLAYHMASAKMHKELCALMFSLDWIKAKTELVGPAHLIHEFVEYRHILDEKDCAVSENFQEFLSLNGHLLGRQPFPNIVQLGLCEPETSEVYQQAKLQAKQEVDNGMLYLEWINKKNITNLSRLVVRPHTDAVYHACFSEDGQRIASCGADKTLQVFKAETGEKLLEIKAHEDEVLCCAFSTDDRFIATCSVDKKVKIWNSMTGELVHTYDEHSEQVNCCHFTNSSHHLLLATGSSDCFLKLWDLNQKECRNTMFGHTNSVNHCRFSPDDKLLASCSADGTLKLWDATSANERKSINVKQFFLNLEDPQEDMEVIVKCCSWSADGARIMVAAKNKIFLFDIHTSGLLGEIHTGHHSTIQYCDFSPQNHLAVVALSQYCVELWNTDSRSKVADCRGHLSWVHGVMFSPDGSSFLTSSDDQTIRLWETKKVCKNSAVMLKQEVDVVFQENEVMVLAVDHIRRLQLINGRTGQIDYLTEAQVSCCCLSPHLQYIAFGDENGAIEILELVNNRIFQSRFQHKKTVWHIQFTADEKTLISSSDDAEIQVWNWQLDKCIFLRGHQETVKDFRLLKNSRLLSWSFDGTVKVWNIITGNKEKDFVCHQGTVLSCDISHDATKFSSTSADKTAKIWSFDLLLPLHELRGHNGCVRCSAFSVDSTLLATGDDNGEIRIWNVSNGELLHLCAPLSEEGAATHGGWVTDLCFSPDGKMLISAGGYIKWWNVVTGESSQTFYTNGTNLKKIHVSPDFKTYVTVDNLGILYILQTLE
#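 Assay system – apoptosome proteins · Medium – Hepes buffer, pH 7.5 · Also added – cytochrome c with DEVD-Rh110 · Timing – 30 min compound preincubation, 50 min activation, room temperature · Detection – Rh110 fluorescence, excitation 480 nm, emission 540 nm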
# HKDC1 inh: HKDC1 (human) hexokinase inhibition. AID 493160. hit rate 0.16% among 340,000. inhibition, % at 20 µM. recombinant HKDC1, G6PDH/diaphorase resazurin coupled fluorescence. Q2TB90;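 active means inhibition above about 35% when tested at 20 µM, limit read from the data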;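 further: plate controls were DMSO wells with enzyme for no effect and DMSO wells lacking enzyme for full effect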
#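 Test system: recombinant HKDC1 (HK5) hexokinase enzyme, produced in-house / Doses: 20 µM test compound, 1% DMSO / Timing: 90 min, room temperature / Detection: G6PDH/diaphorase-coupled fluorescence, 1 mM NADP, 100 µM resazurin, 525/613 nm / Control set: DMSO wells with and without enzyme mix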
# PfGluPho inh: PfG6PD (Plasmodium falciparum) enzyme inhibition; inhibition, % at 20 µM; hit rate 0.78% among 350,000; PfGluPho enzyme, NADPH resazurin-diaphorase fluorescence; AID 504690;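 active means inhibition reaching at least a set limit at 20 µM in the primary screen, cut at about 59% in these data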;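 further: 0% = DMSO wells with substrate and 100% = DMSO wells lacking glucose-6-phosphate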
# Active calls of the source: *; . = no result given.
SMILES,SENP1 FRET inh,SENP6 inh,SENP8 block-1,SENP7 block,SENP8 block-2,Apaf1 inhib,HKDC1 inh,PfGluPho inh
CN(C)S(=O)(=O)c1cccc(NC(=O)CSc2nncn2C)c1,0,-5,20,0,4,-18,18,-4
C=CCn1c(CC(=O)OC)csc1=Nc1ccc(C(C)=O)cc1,-14,-6,-98,2,3,-20,9,-6
O=C1OCCC1Sc1nc2ccccc2c(=O)n1Cc1ccc(F)cc1 (stereo not drawn),0,3,17,-1,5,-5,12,5
CNC[C@H]1Oc2ccc(NC(=O)Cc3cn(C)c4ccccc34)cc2CC(=O)N([C@@H](C)CO)C[C@H]1C,-6,-9,6,1,-4,37,3,4
COc1cccc(NC(=O)CN2C(=O)CSc3nc(C)cc(C)c32)c1,2,13,-2,3,-1,5,-2,-7
Cc1nc2ncnn2c(C)c1Cc1ccc(Cl)cc1F,0,-3,4,12,-9,9,-4,-4
O=C(C[C@H]1C/C=C\C[C@@H](Cc2ccc(F)cc2)C(=O)O[C@H](c2ccccc2)CNC1=O)N[C@@H](CO)Cc1ccccc1,2,-17,9,8,-3,-2,5,-5
Cc1ccc(C(=O)NC(C)C2CCCO2)o1 (stereo not drawn),-3,-4,-10,-4,-8,7,1,0
COc1ccc(NS(=O)(=O)c2cccc(C(=O)NN=C(C)c3ccco3)c2)cc1,-2,-4,6,4,-3,-16,6,-16
COc1ccc(NC(=O)Cn2cnc3sc(C)c(S(=O)(=O)N4CCOCC4)c3c2=O)cc1Cl,1,-4,7,8,3,5,-7,-12
O=C(c1n[nH]c2ccccc12)N1CCCCC1,-1,16,15,-6,-5,3,-4,-3
O=C(CCC(=O)N1CCCC1)N1CCCC1,1,10,5,-2,-4,4,-3,5

# Single records, as listed above. Order of values: SENP1 FRET inh	SENP6 inh	SENP8 block-1	SENP7 block	SENP8 block-2	Apaf1 inhib	HKDC1 inh	PfGluPho inh
# Entry for O=C(C[C@H]1C/C=C\C[C@@H](Cc2ccc(F)cc2)C(=O)O[C@H](c2ccccc2)CNC1=O)N[C@@H](CO)Cc1ccccc1 = 2	-17	9	8	-3	-2	5	-5
# Entry for O=C1OCCC1Sc1nc2ccccc2c(=O)n1Cc1ccc(F)cc1 (stereo not drawn) = 0	3	17	-1	5	-5	12	5
# Entry for COc1ccc(NS(=O)(=O)c2cccc(C(=O)NN=C(C)c3ccco3)c2)cc1 = -2	-4	6	4	-3	-16	6	-16
# Entry for CN(C)S(=O)(=O)c1cccc(NC(=O)CSc2nncn2C)c1 = 0	-5	20	0	4	-18	18	-4
# Entry for O=C(CCC(=O)N1CCCC1)N1CCCC1 = 1	10	5	-2	-4	4	-3	5

# Next records follow.
SMILES,SENP1 FRET inh,SENP6 inh,SENP8 block-1,SENP7 block,SENP8 block-2,Apaf1 inhib,HKDC1 inh,PfGluPho inh
O=C(NNC(=O)c1cccnc1SCc1cccc([N+](=O)[O-])c1)c1ccc(F)cc1,4,-6,13,-11,-16,1,-8,-19
Cc1cc(C)n(-c2c(C)[nH]c3ccccc23)n1,-1,-7,15,3,-4,-10,-4,2
CCCSc1n[nH]c(NC(C)=O)n1,-1,-3,4,4,1,8,-4,5
Cn1c(NCCO)nc2c(c1=O)C1(CCCCC1)Cc1ccccc1-2,1,-1,-385,-3,11,12,-5,10
O=C(Nc1ccc(Cl)cc1)C1CCC(=O)N1Cc1ccccc1Cl (stereo not drawn),2,-22,12,-2,-4,-7,-2,-8
Cc1cccc(NNC(N)=S)c1,0,-7,30,-7,-8,-9,-10,26
Nc1c(N(CCC2=CCCCC2)C(=O)c2ccco2)c(=O)[nH]c(=O)n1Cc1ccccc1,-12,10,-32,6,-2,20,-4,8
COc1ccc(-n2nnnc2SCC(=O)N2CCOCC2)cc1,1,-13,19,1,-7,1,-6,-9
CCOc1ccccc1N1CCN(S(=O)(=O)c2ccc(F)c(F)c2)CC1,3,-1,11,-1,1,3,-4,-5
CCCCSc1nnc(NC(=O)CCc2ccccc2)s1,0,2,15,8,7,1,-7,-3
CC(C)Nc1ncnc2c1cnn2-c1ccc(Cl)cc1,-34,25,-1,17,15,12,9,42
O=C(Cn1cnc2ccccc2c1=O)Nc1cccc(S(=O)(=O)N2CCCCC2)c1,3,-5,5,3,5,-14,-3,-5

# 2 compounds from above, reduced to SENP1 FRET inh.
structure	SENP1 FRET inh
Nc1c(N(CCC2=CCCCC2)C(=O)c2ccco2)c(=O)[nH]c(=O)n1Cc1ccccc1	-12
CCCSc1n[nH]c(NC(C)=O)n1	-1

# The listing picks up, starting 2 compounds before the break.
SMILES,SENP1 FRET inh,SENP6 inh,SENP8 block-1,SENP7 block,SENP8 block-2,Apaf1 inhib,HKDC1 inh,PfGluPho inh
CC(C)Nc1ncnc2c1cnn2-c1ccc(Cl)cc1,-34,25,-1,17,15,12,9,42
O=C(Cn1cnc2ccccc2c1=O)Nc1cccc(S(=O)(=O)N2CCCCC2)c1,3,-5,5,3,5,-14,-3,-5
CSCC[C@H](NC(=O)[C@@H]1CSC2c3ccccc3C(=O)N21)C(=O)NCc1ccco1 (stereo partly drawn),-2,9,-3,1,4,2,-6,-7
C(=N\n1cnnc1)/c1cn(Cc2ccccc2)c2ccccc12,0,0,4,6,0,0,2,23
CCOc1ccc(S(=O)(=O)NC(=O)c2ccccc2)cc1,-1,-2,19,5,5,-3,-7,-4
COC(=O)Nc1ccc(C)cc1NC(=O)OC,2,-1,5,8,3,0,1,10
CN(C(=O)COc1cc(=O)n(C)c2ccccc12)c1cccc(Cl)c1,5,-3,-3,2,5,3,-6,38
COc1cccc(CC(=O)OCC(=O)NC(=O)c2ccc(OC(F)F)cc2)c1,0,-6,0,8,-4,5,-1,-2
COc1ccccc1NS(=O)(=O)c1ccc(Cl)c(NC(=S)NC(=O)C2CCCC2)c1,1,13,11,7,1,14,-3,15
CN(C)/C=C/C(=O)c1ccc(-c2ccc(Cl)cc2Cl)o1,-18,-11,-54,-7,-15,13,2,10
Cc1ccc2cc(C)c3nnc(SCC(=O)N4CCCc5ccccc54)n3c2c1C,.,-1,.,1,4,20,.,.
COc1ccc(S(=O)(=O)N(C)C)cc1NCC(=O)Nc1cccc(C#N)c1,1,-11,6,-4,-1,11,11,0
O=C(O)c1cc(NCc2ccc(F)cc2)ccc1N1CCOCC1,3,1,-144,0,-6,-13,-7,-4
O=C(NS(=O)(=O)Oc1ccc(Cl)cc1)OC[C@@H]1CCCN2CCCC[C@H]12,4,-2,18,-6,-10,9,-3,-6

# Four entries drawn at random from the list so far, as already listed:
SMILES,SENP1 FRET inh,SENP6 inh,SENP8 block-1,SENP7 block,SENP8 block-2,Apaf1 inhib,HKDC1 inh,PfGluPho inh
CN(C)/C=C/C(=O)c1ccc(-c2ccc(Cl)cc2Cl)o1,-18,-11,-54,-7,-15,13,2,10
O=C(Nc1ccc(Cl)cc1)C1CCC(=O)N1Cc1ccccc1Cl (stereo not drawn),2,-22,12,-2,-4,-7,-2,-8
O=C(O)c1cc(NCc2ccc(F)cc2)ccc1N1CCOCC1,3,1,-144,0,-6,-13,-7,-4
COc1ccccc1NS(=O)(=O)c1ccc(Cl)c(NC(=S)NC(=O)C2CCCC2)c1,1,13,11,7,1,14,-3,15

# More records.
SMILES,SENP1 FRET inh,SENP6 inh,SENP8 block-1,SENP7 block,SENP8 block-2,Apaf1 inhib,HKDC1 inh,PfGluPho inh
O=[N+]([O-])c1ccc(-c2nc(-c3cccs3)c(-c3cccs3)[nH]2)cc1,26,-19,-239,-5,-14,32,4,23
C1=CC(c2cc3ccccc3o2)OC(CCc2ccccc2)C1 (stereo not drawn),2,-7,4,-3,3,6,4,-6
Cc1cc(NC(=O)COc2ccccc2C)ccc1NC(=O)c1ccco1,2,-3,10,-8,-2,8,-5,-1
O=C(COc1ccc2ccccc2c1Br)Nc1cccnc1,0,27,14,37,16,12,5,-11
CN1CCN(/N=C/c2c3ccccc3c(Cl)c3ccccc23)CC1,-11,-5,-317,-13,-14,18,-6,21
COc1ccc(-c2nc(CN3CCC(c4ccccc4)CC3)c(C)o2)cc1OC,-13,-20,-30,-5,-8,10,-6,6
Cc1ccc(C(=O)N/C(=C\c2ccc(-c3ccccc3[N+](=O)[O-])o2)C(=O)NCCCN2CCOCC2)cc1,-71,44,-128,12,32,65*,8,20
Cc1ccc(NC(=O)CSc2nnc(-c3ccncc3)n2C)cc1C,0,-2,15,1,3,28,-2,-1
COc1ccc(CNC(=O)c2ccc3nccnc3c2)cc1,2,5,-2,0,8,3,12,-13
CC(OC(=O)CNC(=O)C12CC3CC(CC(C3)C1)C2)C(=O)Nc1ccc(S(N)(=O)=O)cc1 (stereo not drawn),2,9,-1,0,1,-6,-8,2
COc1cc(NC(=O)c2cc(S(=O)(=O)N3CCc4ccccc43)cn2C)cc(OC)c1OC,0,-15,2,9,0,13,1,-8
C/C(=N\Nc1ccccn1)c1ccc(N2CCOCC2)cc1,3,-9,-8,-2,6,-2,7,-17
Cc1nnc(-c2ccccc2)[nH]c1=O,-2,1,11,-9,-10,-7,10,-4
CC1=NNC(=O)C1CCC(=O)N/N=C/c1ccccc1 (stereo not drawn),3,-6,12,-4,-8,11,-2,-3
C=CCn1c(SCC(=O)Nc2ccc(C(=O)OCC)cc2)nnc1-c1sc(N)nc1C,3,-4,5,-10,-7,10,-5,9
COc1ccc(C2C(C(=O)N3CCOCC3)=C(C)NC3=C2C(=O)CC(C)(C)C3)c(OC)c1 (stereo not drawn),-14,-18,-243,-6,-8,0,-11,-4
